aDG glyco up – activators of alpha-DG glycosylation, primary screen, uHTS, Pro5-aDG cells, AlphaScreen; alpha-DG glycosylation AlphaScreen (IIH6); 0% Pro5, 100% B10-LARGE cell signal; AID 624168, 2012; 360,000 compounds, 0.22% hits; activation, % at 10 µM;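 active = activation of at least 8% versus controls, or a plate z-score of at least 8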;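 note: Pro5 are CHO cells carrying HIG-tagged alpha-DG that lacks glycosylation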
ABHD5 PLIN5 PPI – ABHD5-PLIN5 interaction inhibitors, primary screen, cell lysate, split luciferase complementation, luminescence; Perilipin-5 (Homo sapiens) + 1-acylglycerol-3-phosphate O-acyltransferase ABHD5 (Homo …; Split G. princeps luciferase complementation, 4 h; inhibition, % at 4 µM; 360,000 compounds, 0.78% hits; AID 602281, 2012;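 active = inhibition above the mean inhibition across every tested compound plus 3 SD, cut at about 22% in these data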;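 note: 0% = DMSO only wells and the 100% control is not disclosed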
MC4R ag barr – MC4R agonists recruiting beta-arrestin, primary screen, cell-based, luminescence, agonist arm of biased-ligand search; Melanocortin receptor 4 (Homo sapiens), P32245; U2OS MC4R beta-arrestin complementation; percent of melanotan II response, DMSO zero; activation, % at 8.9 µM; 360,000 compounds, 0.98% hits; AID 540308, 2011;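 active = activation above a per-plate cutoff, the mean activation of sample wells on that plate plus 3 SD, cut at about 8% in these data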
Target sequence (P32245 whole entry, looked up): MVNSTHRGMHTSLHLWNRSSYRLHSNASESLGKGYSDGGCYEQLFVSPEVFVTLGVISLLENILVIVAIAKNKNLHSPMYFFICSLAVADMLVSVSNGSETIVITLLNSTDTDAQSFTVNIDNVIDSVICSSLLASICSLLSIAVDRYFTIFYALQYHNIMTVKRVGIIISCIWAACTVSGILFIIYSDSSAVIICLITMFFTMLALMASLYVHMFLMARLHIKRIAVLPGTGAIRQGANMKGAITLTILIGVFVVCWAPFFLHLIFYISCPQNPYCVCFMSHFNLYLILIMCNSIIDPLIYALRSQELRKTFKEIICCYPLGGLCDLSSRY
N-glyco inh – increase of ERlucT glycosylation luciferase signal, primary screen, N-linked glycosylation inhibitor project, D54 ERlucT cells, luminescence, set 2; 360,000 compounds, 0.23% hits; AID 588692, 2011; reporter increase, % at 12.5 µM; D54 ERlucT glycosylation luciferase reporter, 24 h; percent of 100 nM tunicamycin response;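 active = mean luciferase reporter signal, scaled so untreated is 0 and the glycosylation-blocking control 100, at or above a set limit in every replicate; inconclusive = mean reaches the limit but not every replicate does; inactive = mean below the limit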;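 note: luciferase carries N-glycosylation sites so blocking glycosylation raises the light; 0% = median of neutral control wells and 100% = median of 100 nM tunicamycin wells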
ABCB6 inh MLPCN – ABCB6 transporter inhibitors, primary screen, K562-ABCB6 cells, flow cytometry, MLPCN library; ATP-binding cassette sub-family B member 6 (Homo sapiens), Q9NP58; AID 602162, 2011; K562-ABCB6 porphyrin accumulation, 1 h; stronger effect = lower value; 360,000 compounds, 0.19% hits; fluorescence ratio to DMSO, % at 10 µM;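 active = fluorescence ratio to DMSO below 75%, the collection mean minus 3 SD; inconclusive = too few cells collected in the well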;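 note: signal is porphyrin accumulated inside mitochondria; 100% equals median channel fluorescence of DMSO control wells; lower ratio means ABCB6 inhibition with less porphyrin fluorescence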
Exocytosis inh – LAMP-1 surface exposure blockers, TALL-104 cells – cell-based, flow cytometry, MLPCN library, primary screen. TALL-104 LAMP-1 surface exposure; cells stimulated with thapsigargin and PMA. inhibition, % at 10 µM. 360,000 compounds, 0.66% hits. AID 651702, 2012;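 active = inhibition above about 55%, limit read from the data; inconclusive = no clear call, values can overlap the other calls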
MC4R antag cAMP – MC4R antagonists of cAMP signaling, primary screen, cell-based, TR-FRET, antagonist arm of biased-ligand search; 360,000 compounds, 0.48% hits; Melanocortin receptor 4 (Homo sapiens), P32245; AID 540295, 2011; inhibition, % at 6.5 µM; MC4R-expressing cells, MTII-stimulated cAMP, LANCE TR-FRET;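 active = inhibition above its plate's cutoff, the mean of tested wells on that plate plus 3 SD, cut at about 29% in these data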;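 note: 0% = Melanotan II alone and 100% = Melanotan II plus saturating MCL0020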
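system = U2OS cells with stable human MC4R expression | also added = Melanotan II challenge after compound preincubation | dosing = one concentration, 6.5 µM nominal | incubation = compound 30 min, challenge 1 h, detection 1 h | measured by = TR-FRET with Eu-cAMP and labeled anti-cAMP, 671 nm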
iPSC survival up – enhancers of single-cell hiPSC survival, primary screen, ATPlite luminescence; survival enhancement, % at 20 µM; AID 602274, 2012; 100% = ROCK inhibitor wells, 0% = DMSO; 360,000 compounds, 0.044% hits; in the data active = survival enhancement above about 18%;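 note: cells exposed to compounds for 16 hours before the ATP read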
HTR2A ag – mouse Htr2a agonists via beta-arrestin recruitment, primary screen, cell-based, luminescence; CHO-K1 mHTR2A beta-arrestin complementation; percent of 30 µM serotonin response; activation, % at 7.6 µM; AID 624169, 2012; 5-hydroxytryptamine receptor 2A (Mus musculus), P35363; 360,000 compounds, 0.66% hits;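 active = activation above a run cutoff, the mean activation of all tested compounds plus 3 SD, cut at about 14% in these data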;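 note: 0% = plate median of compound wells and 100% = 30 µM serotonin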
Target sequence (P35363 whole entry, looked up): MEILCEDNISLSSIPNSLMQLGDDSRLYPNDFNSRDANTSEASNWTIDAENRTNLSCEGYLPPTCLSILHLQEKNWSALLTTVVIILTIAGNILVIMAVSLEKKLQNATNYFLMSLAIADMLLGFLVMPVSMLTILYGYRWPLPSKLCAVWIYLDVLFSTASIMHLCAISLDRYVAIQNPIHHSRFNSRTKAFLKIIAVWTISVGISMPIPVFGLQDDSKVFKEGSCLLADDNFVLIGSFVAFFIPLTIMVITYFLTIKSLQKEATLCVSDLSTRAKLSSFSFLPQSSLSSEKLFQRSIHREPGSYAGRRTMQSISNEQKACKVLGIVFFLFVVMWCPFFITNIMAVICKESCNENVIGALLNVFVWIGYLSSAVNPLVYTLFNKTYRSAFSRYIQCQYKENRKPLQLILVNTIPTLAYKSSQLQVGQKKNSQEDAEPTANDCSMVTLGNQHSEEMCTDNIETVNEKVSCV
H9c2 protect – cardioprotection against H2O2-induced cell death, primary screen, uHTS, H9c2 cells, ATPLite luminescence; H9c2 cardiomyocytes, H2O2 injury protection, 2 h; protection from H2O2 cell death, % at 20 µM; 360,000 compounds, 0.63% hits;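 active = compounds giving at least 50% protection of heart cells from peroxide-induced death in the single-dose screen, raw or plate-pattern-corrected value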;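 note: 0% = DMSO wells with peroxide and 100% = DMSO wells without peroxide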
* hit, by the source's call; ? = inconclusive; nt = not tested or not shown.

Under each structure: aDG glyco up	ABHD5 PLIN5 PPI	MC4R ag barr	N-glyco inh	ABCB6 inh MLPCN	Exocytosis inh	MC4R antag cAMP	iPSC survival up	HTR2A ag	H9c2 protect
Oc1ccc(C=NCC2COc3ccccc3O2)cc1 (stereo not drawn)
 : -0.3	-1	-2.6	1	111	-7	-1	-0.9	0	0
O=C(c1ccco1)N1CCN(C(=O)c2cccs2)CC1
 : -0.1	2	1.9	-2	90	2	-1	2.8	4	-2
CN(C)CCNc1ncnc2sc(-c3ccccc3)cc12
 : -0.1	-5	-0.8	8	95	37	1	-0.5	-8	16
Cc1cccc(NS(=O)(=O)c2ccc(C(C)(C)C)cc2)n1
 : 0.0	0	-0.3	0	93	-2	3	1.2	0	-11
Cc1cc(C)cc(OCC(=O)N2CCN(c3ncccn3)CC2)c1
 : 0.1	-6	-0.9	2	96	-32	0	-2.4	-1	-1
CC1(C)CC(=O)C(C=NCc2ccccn2)=C(O)C1
 : 0.0	-3	1.1	3	92	0	4	-2.1	2	5
Cn1c2c(c(=O)[nH]c1=O)C(NC(=O)c1ccco1)(C(F)(F)F)C(=O)N2 (stereo not drawn)
 : 1.3	-1	-0.8	1	95	2	12	0.9	2	-5
O=C(CCCn1c(SCc2ccccc2F)nc2ccccc2c1=O)NCC1CCCO1 (stereo not drawn)
 : 0.4	1	1.0	-5	101	11	1	-0.4	-5	-3
CCOCCCNC(=O)CCn1nc(-c2ccc(Cl)cc2)ccc1=O
 : -0.1	-1	0.1	0	99	6	3	-0.7	-6	-6
CCCCNC(=O)N1CCOCCOCCN(C(=O)NCCCC)CCOCC1
 : 0.0	-5	-0.9	4	103	-6	-1	4.3	-5	11
O=S(=O)(c1ccccc1)[C@@]1(c2ccccc2)C[C@@H]2ON=C(c3cccc(-c4ccccc4)c3)[C@@H]2C1
 : 0.1	-7	-2.0	-6	102	-5	-1	2.6	-7	-8
Cc1nn(CCO)c2nc(-c3cccs3)cc(C(F)(F)F)c12
 : -0.3	11	8.5*	1	101	-2	-6	0.7	-3	-2
CN(c1cccc(Cl)c1)S(=O)(=O)c1cccc(C(=O)NC2=NCCS2)c1
 : 0.0	4	-1.7	-2	97	1	4	0.6	0	-10
CSc1ccc(/C=C/c2ccc3cccc(O)c3n2)cc1
 : 0.3	-4	-4.1	-12	99	0	7	-0.2	-9	1
Cc1ccccc1N1CCN(CCCN2C(=O)C3CCCCN3C2=O)CC1 (stereo not drawn)
 : 0.1	-5	0.7	3	98	-7	-6	0.1	-7	3
Cc1nnc(SCc2nc3sc(C(=O)O)c(C)c3c(=O)[nH]2)s1
 : 0.0	-2	1.0	0	97	-1	16	0.4	3	2
CCOC(=O)C1=CCN(S(=O)(=O)c2ccc(C)cc2)C1c1ccccc1F (stereo not drawn)
 : -0.2	3	nt	-1	97	-3	nt	4.2	4	-1
COc1ccc(C(=O)Oc2ccc(Br)cc2C(=S)N2CCOCC2)cc1
 : -0.1	3	1.7	-1	114	35	-12	-0.3	6	-1
OC(c1ccccc1)(c1nc(/C=C/c2ccc(C(F)(F)F)cc2)cs1)C(F)(F)F (stereo not drawn)
 : -0.4	-15	1.0	-3	99	-4	8	-2.1	0	-11
COc1cccc(CSc2nc3sc(C)c(C)c3c(=O)n2Cc2ccco2)c1
 : 0.0	4	-1.6	-9	96	-1	5	1.3	-3	-8

(listing goes on)
Under each structure: aDG glyco up	ABHD5 PLIN5 PPI	MC4R ag barr	N-glyco inh	ABCB6 inh MLPCN	Exocytosis inh	MC4R antag cAMP	iPSC survival up	HTR2A ag	H9c2 protect
O=C(Cc1ccc(S(=O)(=O)N2CCOCC2)s1)Nc1cc(C(F)(F)F)cc(C(F)(F)F)c1
 : 1.1	-9	1.2	-4	89	4	-1	-0.3	-1	-8
Cc1cc(C)c(C)c(OCCCOc2cccc3cccnc23)c1
 : 0.0	-5	0.5	-1	97	-2	-6	3.5	-3	-3
O=C(COC(=O)c1ccc(Br)cc1)Nc1ccccc1Br
 : -0.3	0	2.0	-1	87	-3	9	-0.6	-2	3
CCN1CCN(C(=O)C2CCCN(S(=O)(=O)c3ccc(OC)c(OC)c3)C2)CC1 (stereo not drawn)
 : -0.1	7	-0.4	2	83	-9	7	-0.5	-2	-3
NC(=O)Nc1ccccc1C(=O)Nc1ccc2ccccc2c1
 : 0.0	11	-0.5	5	95	0	0	-0.4	5	-2
COc1ccc(-c2nc3ccccc3c(=O)n2NC(=O)c2cccnc2Cl)cc1OC
 : -0.3	-6	-2.0	0	103	1	9	1.4	-1	3
Cc1ccc(C)c(OCC(=O)N2CCOCC2)c1
 : -0.3	0	-3.0	-1	92	-1	4	0.1	-2	-3
CS(=O)(=O)c1ccc(C(=O)Nc2ccc(N3CCOCC3)cc2)c(Cl)c1
 : 0.3	-8	-0.4	2	104	4	7	4.2	-3	9
Cc1cccc(NC(=O)CN2CCCCCC2)c1
 : 0.2	-5	1.0	1	104	-25	9	-0.2	-10	4
CSc1nc(-c2ccco2)nn1C(=O)c1cccs1
 : 0.0	0	-2.0	4	98	2	0	-1.2	3	2
O=C(Nc1ccc(N2CCOCC2)nc1)c1c(F)cccc1F
 : 0.1	-1	-0.5	1	100	-7	3	-0.6	-3	2
O=C1CC(N2CCN(c3ccc(O)cc3)CC2)C(=O)N1Cc1cccs1 (stereo not drawn)
 : -0.1	2	-0.6	0	101	4	1	-2.6	3	17
CC1(c2ccc3noc(-c4ccccc4)c3c2)OCCO1
 : -0.2	1	-0.3	-5	91	-5	7	-1.7	-2	-11
Cc1cccc(N2CCN(S(=O)(=O)c3cccc4nonc34)CC2)c1C
 : -0.2	-5	-3.2	-4	96	4	3	-0.1	1	-9
CCn1cc(S(=O)(=O)N2CCCC2)cn1
 : 0.0	0	-0.4	-1	104	-11	-2	-0.3	3	1
COc1ccc(-n2nc(C(=O)NCC(=O)N3CCCCCC3)c3ccccc3c2=O)cc1Cl
 : -0.2	-3	1.4	-2	96	23	3	2.5	2	3
N=C1C(c2nc3ccccc3s2)=C(O)CN1CCCO
 : 2.4	3	-2.2	0	97	11	-6	4.3	2	4
CC1CCC(NC(=O)N(CCCl)N=O)CC1 (stereo not drawn)
 : -0.1	-1	0.5	?	106	2	4	0.4	-2	8
COc1ccccc1OCC(=O)Nc1c2c(nn1-c1ccc(F)cc1)CS(=O)(=O)C2
 : -0.1	-3	-2.9	0	95	0	3	-0.5	2	2
N#Cc1nc(-c2ccc(OCc3ccccc3)cc2)oc1NCCCN1CCOCC1
 : 3.1	15	0.6	7	97	13	8	-0.2	-10	-16

New compounds follow:
Under each structure: aDG glyco up	ABHD5 PLIN5 PPI	MC4R ag barr	N-glyco inh	ABCB6 inh MLPCN	Exocytosis inh	MC4R antag cAMP	iPSC survival up	HTR2A ag	H9c2 protect
CCOC(=O)COc1ccc(S(=O)(=O)N2CCc3ccccc3C2)cc1
 : 0.3	10	-0.1	-1	102	-7	14	-1.5	-5	-16
O=CN(c1ccccc1)c1ccc2ccccc2c1
 : 0.3	1	2.4	-1	96	-4	20	0.4	2	-13
O=C(NC(=S)N1CCN(C2CCCCC2)CC1)c1ccccc1
 : 0.6	5	-1.5	-1	98	-2	-7	-0.7	7	-2
CC(C)CNc1nc(Oc2ccc(=O)n(C)n2)nc(N2CCOCC2)n1
 : -0.3	-4	-1.4	-2	101	-2	1	-0.7	-1	0
Cc1sc2ncnc(Sc3ccccc3C(=O)Nc3ccc(Br)cc3)c2c1C
 : 0.2	-17	-2.0	-2	99	1	10	-1.0	-2	0
COc1ccc(OC)c(Nc2nc(N)c([N+](=O)[O-])c(NC3CCCCC3)n2)c1
 : 0.0	-2	-1.1	0	97	-16	6	0.1	3	3
COc1cccc(CN2CC(C(=O)NCCCn3cccn3)CCC2=O)c1 (stereo not drawn)
 : -0.1	7	0.4	3	102	-8	13	0.2	7	3
COc1ccccc1CN1CC(C(=O)NCCC2=CCCCC2)CCC1=O (stereo not drawn)
 : 0.1	7	-3.2	-2	99	16	4	-0.1	-3	-2
c1ccc(-c2nc3c4ccccc4ccn3c2CN2CCOCC2)cc1
 : 1.4	7	-0.1	2	98	-4	-2	-0.4	-6	-11
Cc1cc(C(=O)Oc2cccnc2)ccc1[N+](=O)[O-]
 : 0.0	-2	0.0	0	97	3	6	4.5	1	9
CCOc1cc(N2CCOCC2)c(OCC)cc1NC(=O)c1cc(-c2ccco2)nc2ccccc12
 : -0.6	-5	14*	-10	91	2	13	1.6	-4	28
COc1ccc(OC)c(-n2c(SCC(=O)NCC3CCCO3)nc3ccccc3c2=O)c1 (stereo not drawn)
 : -0.2	-6	-1.0	0	98	-2	5	-0.2	-4	12
C=CCn1c(C)cc(C(=O)Cn2nc(C(=O)O)c3ccccc3c2=O)c1C
 : 0.1	2	-2.8	-11	99	-3	16	-0.9	-5	-21
O=C(Nc1ccccc1N1CCCCC1)C1CCN(C(=O)c2ccc(Cl)cc2)CC1
 : 0.6	1	-2.2	-1	100	-6	13	0.6	0	-2
CC(NC(=O)c1ccncc1)c1ccccc1 (stereo not drawn)
 : -0.1	8	-1.4	1	100	8	-2	0.8	6	10
CCOC(=O)COc1ccccc1/C=C1/NC(=O)NC1=O
 : 0.0	-4	-2.4	2	98	-5	-4	-1.1	2	5
COc1ccc(C(CC(=O)O)NS(=O)(=O)c2ccc(C)cc2)cc1 (stereo not drawn)
 : 0.1	1	-1.1	3	99	-2	3	2.2	6	8
NC(=O)c1ccsc1NC(=O)CSc1nnc2ccccn12
 : 0.1	4	2.8	2	97	0	9	-1.9	3	-11
O=C(Nc1ccc(S(=O)(=O)N2CCCCC2c2cccnc2)cc1)c1ccccc1F (stereo not drawn)
 : 0.4	-7	-1.7	-3	97	0	0	-0.9	0	12
Cc1nnc(Nc2ccc3c(c2)ncn3C)c2ccccc12
 : 0.0	-2	-1.8	2	104	2	-5	1.8	3	13
O=C(Nc1cc(Cl)ccc1N1CCOCC1)c1ccc2c(c1)OCCO2
 : -0.2	12	-2.2	2	105	-4	1	2.9	0	6
CC1CCN(c2ccccc2NC(=O)c2cc([N+](=O)[O-])ccc2N2CCOCC2)CC1
 : 0.1	-4	0.0	-8	98	4	7	0.1	4	-5

Screening data from PubChem.
